# Screening results deposited in PubChem BioAssay by National Center for Advancing Translational Sciences (NCATS).
# Mito fusion act: mitochondrial division inhibition or fusion activation; S. cerevisiae fusion-defective mutant growth rescue, CellTiterGlo 48 h; Potency, µM (highest dose often 46.1 µM), for the others: at the top dose growth rescue (activation), hits mostly activators; actives 0.23% (n = 320,000);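 note: potency is the fitted concentration of half-maximal effect; % of control where 0% means no effect; nearly all actives have a fitted effect of over 45% in size; temperature-sensitive fusion mutants such as fzo1-1 at 37 °C on non-fermentable ethanol glycerol medium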
#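 Yeast fusion mutant, YPEG (non-fermentable carbon), compound, 48 h at 37C non-permissive; CellTiterGlo added, 10 min RT, luminescence read. Rescued growth = division inhibition.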
# ELG1 repair inh: blocks ELG1-dependent DNA repair in HEK293T cells. HEK293T ELG1-luciferase reporter, luminescence, 16 h; DNA damage induced by 5-fluorouridine. Potency, µM (top dose mostly 46.1 µM), without a hit: at the top dose activity change, negative = inhibition, actives largely listed as inhibitors. actives 2.3% (n = 330,000); note: potency is the fitted concentration of half-maximal effect; % is set by controls: 0 for no effect and ±100 for the full control effect; nearly all actives have a fitted effect of over 55% in size
#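 In this reporter screen, reduction of luminescence relative to DMSO vehicle indicated activity. Compounds and 5-fluorouridine were added together to 2,000 cells per well, incubated for 16 hr at 37 °C, then developed with ONE-Glo.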
# A-T KAP1 phos: potential ataxia-telangiectasia treatments restoring KAP-1 phosphorylation; […] A-T fibroblasts, KAP-1 phosphorylation AlphaLISA; neocarzinostatin DNA damage 30 min before lysis; actives 0.19% (n = 320,000); Potency, µM (top dose mostly 57.5 µM), for the others: top-dose activation, hits mostly activators; note: potency is the fitted concentration of half-maximal effect; % of control where 0% means no effect; nearly all actives have a fitted effect of over 45% in size
#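 ATM-like activity read as KAP-1 phosphorylation via AlphaLISA donor/acceptor antibody pairs after lysis and 6 hr at 25C. Cells were ATM-null patient fibroblasts ([…], hTERT), dosed 60 min, then exposed to the DSB inducer NCS for 30 min.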
# ASM inhibitor: blocks human secretory acid sphingomyelinase. Potency, µM (titrated, usually from 57.5 µM), without a hit: top-dose activity change, negative = inhibition, most hits filed as inhibitors. P17405. AID 504937. placental ASM, HMU-PC fluorogenic substrate, 60 min. actives 0.006% (n = 340,000); note: potency is the fitted concentration of half-maximal effect
#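 Human placenta-derived ASM enzyme was preincubated with compound for 10 minutes at room temperature, then given fluorogenic substrate HMU-PC0 (9 uM final) for 60 minutes at 37 °C; a pH 10 stop preceded fluorescence reading at Ex 386/Em 447 nm.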
# Tb PFK block: T. brucei PFK enzyme inhibition | actives 0.17% (n = 330,000) | Potency, µM (top dose mostly 57.5 µM), without a hit: at the highest dose activity, negative = inhibition, actives largely listed as inhibitors | T. brucei PFK, ADP-Glo luminescence;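 note: potency is the fitted concentration of half-maximal effect; 0% = uninhibited 1x PFK enzyme wells and -100% = no-enzyme wells; nearly all actives have a fitted effect of over 60% in size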
# Target sequence (O15648 whole entry, looked up): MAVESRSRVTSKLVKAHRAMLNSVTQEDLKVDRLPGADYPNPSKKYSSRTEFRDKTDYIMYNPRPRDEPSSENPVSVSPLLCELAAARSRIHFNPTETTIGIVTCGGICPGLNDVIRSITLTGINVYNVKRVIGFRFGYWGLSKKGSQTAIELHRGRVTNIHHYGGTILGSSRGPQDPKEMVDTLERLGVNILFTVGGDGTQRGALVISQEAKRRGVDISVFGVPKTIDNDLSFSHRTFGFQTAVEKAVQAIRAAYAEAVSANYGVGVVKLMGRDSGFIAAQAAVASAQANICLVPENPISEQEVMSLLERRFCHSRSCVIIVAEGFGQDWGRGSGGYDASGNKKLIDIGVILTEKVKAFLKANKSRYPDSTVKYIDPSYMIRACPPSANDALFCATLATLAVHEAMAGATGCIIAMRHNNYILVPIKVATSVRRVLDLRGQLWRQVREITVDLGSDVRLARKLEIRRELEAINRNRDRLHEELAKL
#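 1.25 nM PFK with 0.5 mM F6P and 0.1 mM ATP in 0.1 M TEA pH 8.0, 5 mM MgCl2, incubated 45 min at room temperature; ADP measured by ADP-Glo luminescence; compounds titrated up to 57 uM.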
# a7 integrin act: activates integrin-mediated alleviation for muscular dystrophy. Potency, µM (doses to about 38.3 µM), for the others: at the top dose activation, most hits filed as activators. alpha7betagal myoblasts, beta-gal FDG fluorescence, 48 h. actives 0.064% (n = 350,000);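 note: potency is the fitted concentration of half-maximal effect; 100% = response of the positive control SU9516; nearly all actives have a fitted effect of over 60% in size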
#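 Alpha7betagal+/- myoblasts (passage 13) were plated 16-24 hr, then exposed to compounds (1:260 dilution of DMSO stock) for 48 hours at 37C. After MPER lysis, β-galactosidase reporter activity was read as FDG fluorescence (ex 480/em 540) after 30 minutes.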
# TCR activator: T cell receptor activation; AID 504894; primary human leukocytes, anti-CD3, IL-2 HTRF, 48 h; 330,000 tested, under 10 active; Potency, µM (doses to about 9.22 µM), inactives show at the top dose activation of IL-2 secretion, actives largely listed as activators; note: % of control where 0% means no effect
#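 48 hr co-incubation of compounds, a-CD3 beads and primary human leukocytes; IL-2 quantified homogeneously by HTRF with anti-IL-2 K and d2 conjugates.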
# BCR signal inh: blocks chronic active B-cell receptor signaling | AID 493014 | Potency, µM (series often up to 46.1 µM), without a hit: at the highest dose ratio change, negative = lower green/red ratio, usual class: inhibitors | actives 0.05% (n = 340,000) | ABC-DLBCL IkBa-CBG/CBR reporter, luminescence ratio, 4 h; active = well fitted inhibition curve with a large enough effect in the signal ratio, with a control signal flat, not every such curve was filed as active; inconclusive = small, poorly fitted or top-dose-only effect, or effect the other way, or a change in a side signal; the % refers to the signal ratio;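 note: potency is the fitted concentration of half-maximal effect; plate controls were basal doxycycline-induced cells for no effect and cells given 10 µM MG132 for full effect; MG132 reads +100%, hits lower the ratio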
#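 TMD8 ABC-DLBCL cells carrying doxycycline-inducible green luciferase fused to IkappaBalpha plus unfused red luciferase were exposed to compounds (up to 46 uM) for 4 hrs at 37C. Activity came from the overlap-corrected green/red luminescence ratio.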
# TSG101-PTAP inh: blocks PTAP/TSG101 interaction to inhibit HIV-1 budding; Fluorescence polarization, FITC-PTAP peptide / Tsg101 binding; Potency, µM (titrated, usually from 115 µM), inactives show top-dose activity change, negative = inhibition, hits mostly inhibitors; 340,000 tested, under 10 active; active = well fitted inhibition curve with a large enough effect in the main read-out, with a control signal flat, not every such curve was filed as active; inconclusive = small, poorly fitted or top-dose-only effect, or effect the other way, or a change in a side signal; inactive = no such curve, though single readings can be large or run the other way; note: potency is the fitted concentration of half-maximal effect; % of control where 0% means no effect
#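 Fluorescence polarization binding of Tsg101 binding domain (10 uM final) to FITC-labeled PTAP peptide (50 nM final) in HEPES pH 7.5 buffer with NaCl, Tween 20, EDTA, TCEP. Compounds added before peptide; binding 20 min at RT.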
# Eya2 inh: inhibitors of human Eya2 phosphatase activity | O00167 | recombinant Eya2, OMFP fluorescence dephosphorylation (OMFP is methylfluorescein phosphate) | Potency, µM (doses to about 76.9 µM), for the others: at the top dose activity, negative = inhibition, usual class: inhibitors | actives 0.006% (n = 330,000); note: potency is the fitted concentration of half-maximal effect; % is set by controls: 0 for no effect and ±100 for the full control effect
# Target sequence (O00167 whole entry, looked up): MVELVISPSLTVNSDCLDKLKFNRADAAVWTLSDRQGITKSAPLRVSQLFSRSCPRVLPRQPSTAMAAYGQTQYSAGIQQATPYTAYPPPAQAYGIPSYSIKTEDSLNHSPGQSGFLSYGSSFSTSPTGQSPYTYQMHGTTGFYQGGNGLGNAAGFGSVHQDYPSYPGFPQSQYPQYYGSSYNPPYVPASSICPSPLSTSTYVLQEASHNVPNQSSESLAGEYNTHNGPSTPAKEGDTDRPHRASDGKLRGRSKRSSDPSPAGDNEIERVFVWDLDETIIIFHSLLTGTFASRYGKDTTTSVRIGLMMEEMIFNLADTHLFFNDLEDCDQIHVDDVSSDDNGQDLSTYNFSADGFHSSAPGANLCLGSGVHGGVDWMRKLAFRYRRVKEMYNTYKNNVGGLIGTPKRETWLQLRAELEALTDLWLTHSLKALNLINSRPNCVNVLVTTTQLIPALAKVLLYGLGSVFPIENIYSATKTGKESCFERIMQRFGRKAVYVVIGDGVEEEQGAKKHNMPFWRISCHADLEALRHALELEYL
#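 Eya2 protein (added as 0.2 uM solution) was preincubated with compound for 10 min at ambient temperature in 50 mM HEPES pH 7.5, 50 mM NaCl, 5 uM MgCl2, 0.05% BSA, 1 mM DTT. OMFP (added at 50 uM) then reacted 10 min; fluorescence read at 485/525 nm.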
# TSHR antagonist: antagonists of human thyroid stimulating hormone receptor | P16473 | TSHR-expressing cells, TSH-stimulated cAMP HTRF, 2 h; hits give low values | activity change, negative = inhibition, % at 11.5 µM | actives 0.2% (n = 330,000);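 active = activity change below a set negative limit, meaning inhibition stronger than a set level, cut at about -70% in these data; inconclusive = activity change between two set negative limits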; note: % is set by controls: 0 for no effect and ±100 for the full control effect
#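 TSHR-expressing cells, 200/well, pre-treated with compound, then stimulated with EC80 TSH (4nM final) for 2 hours at 37 deg C. cAMP measured by competitive HTRF: anti-cAMP cryptate antibody in lysis buffer plus cAMP-d2, read after 30 minutes at room temperature.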
# * = called active by the depositor; ? = inconclusive; . = not tested or not shown; [ ] = dose if it differs, or a comment. Unless noted, calls come from the whole dose curve; as a rule, active = well fitted curve in the direction sought with a large enough effect; inconclusive = small, poorly fitted or top-dose-only effect, or another doubt; inactive = no such curve, though single readings can be large; an effect the other way counts as inactive or inconclusive.
SMILES,Mito fusion act,ELG1 repair inh,A-T KAP1 phos,ASM inhibitor,Tb PFK block,a7 integrin act,TCR activator,BCR signal inh,TSG101-PTAP inh,Eya2 inh,TSHR antagonist
CC(C)(C)OC(=O)NC(CCNC=C1C(=O)OC(C)(C)OC1=O)C(=O)O (stereo not drawn),-2.4%,?,-3.9%,-0.9%,0.9%,10.3%,.,-2.1%,0.9%,-21.9%,11.8
COc1ccc2cc(C(C)C(=O)NC3CCC(O)CC3)ccc2c1 (stereo not drawn),-1.3%,-3.9%,7.1%,-0.7%,0.4%,-8.9%,-6.2%,0.0%,-2.0%,20.1%,7.6
COc1ccccc1CNc1cc(C)ccc1C,5.9%,-1.1%,8.0%,-0.2%,0.4%,-0.3%,-5.3%,0.2%,-8.0%,-5.0%,-9.4
CSc1ncccc1C(=O)OCC(=O)Nc1ccc(N2CCOCC2)cc1,.,9.0%,-1.2%,-0.4%,-2.2%,15.9%,0.4%[46.1 µM],-1.2%,-5.4%,1.2%,-1.6
Nc1ccc(C(=O)C(=O)c2ccc(N)cc2)cc1,9.9%,-3.6%,-9.0%,-7.1%,-10.0%,10.7%,0.4%,?,-2.5%,?,8.1
CC(C)(C)NC(=O)CN(C(=O)Cn1nnc(-c2ccccc2F)n1)c1cccc2c1CCCC2,10.0%,-5.1%,-0.6%,-4.4%,2.6%,-0.6%,12.8%,8.6%,-6.1%,0.1%,26.3
O=C(NC1CCCCC1)C(c1ccc(Cl)cc1)N(C(=O)c1cnccn1)c1ccc2c(c1)OCO2 (stereo not drawn),-1.7%,-8.4%,-4.6%,1.6%,-10.7%,-11.0%,.,?,0.3%,-10.4%,-24.4
C=CCN1C(=NC(=O)COc2ccccc2)SC2CS(=O)(=O)CC21 (stereo not drawn),1.8%,8.0%,4.2%,2.5%,0.4%,9.1%,2.2%,-1.2%,-1.8%,-4.7%,-5.6
O=C(NCCN1CCOCC1)c1cn(-c2ccccc2)nc1-c1cccs1,-6.6%,-13.4%,.,5.9%,1.2%,-2.9%,0.5%,-9.6%,-0.3%,-24.0%,-6.8
CC[n+]1c(S(=O)(=O)[O-])ccc2ccc(C)cc21,-0.8%,?,1.7%,2.1%,-3.3%,2.1%,-3.3%,-15.5%,-0.6%,-11.1%,7.0
Cc1ccccc1CNC(=O)Cc1cccs1,-1.4%,?,-1.9%,2.9%,-0.1%,-2.0%,-5.9%,0.1%,-5.1%,6.1%,-1.4
CS(=O)c1ccccc1COC(=O)Nc1cccc(Cl)c1 (stereo not drawn),3.8%,21.7%,3.1%,-2.1%,-7.0%,-16.3%,2.1%,7.9%,-10.1%,-1.2%,9.1
CN(C(=O)c1ccc2c(c1)OCCO2)c1c(N)n(Cc2ccccc2)c(=O)[nH]c1=O,-18.1%,-1.7%,-6.6%,2.0%,-13.9%,14.9%,-2.1%,4.1%,-6.6%,-0.3%,-2.2
CCc1c(C)c(C#N)c2nc3ccccc3n2c1NCC1CCCO1 (stereo not drawn),-0.5%,?,4.4%,116.3%[activator],4.8%,-21.8%,.,19.1%,-3.0%,-10.1%,-13.0
CCN1CCN(c2nc3ccccc3nc2NS(=O)(=O)c2ccc(NC(C)=O)cc2)CC1,-0.2%,?,7.6%,13.0%,-1.4%,7.8%,1.8%,1.2%,0.2%,0.9%,-0.6
COc1ccc(C[C@H]2CN3C(=NC[C@@H]3Cc3ccccc3)N2CCNC(=O)CCC2CCCCC2)cc1,-1.0%,-21.1%,-1.6%,-7.0%,-1.0%,-10.9%,-4.2%,?,-3.6%,-8.4%,3.0
Cn1c(=O)c2[nH]c(CN(Cc3ccccc3)Cc3ccccc3)nc2n(C)c1=O,1.6%,4.11µM*,1.0%,0.6%,0.1%,-13.6%,-1.1%,4.3%,-4.7%,6.8%,-0.8
CCOC(=O)Cn1c(=O)c2c(nc3n2CCCN3CCc2ccccc2)n(C)c1=O,4.4%,-12.0%,5.0%,5.4%,-0.6%,23.5%,-9.1%,-0.1%,-9.7%,-17.7%,0.4
O=C(COc1ccccc1Cl)Nc1cc(Cl)ccc1Oc1ccccc1,-1.5%,9.3%,5.0%,-6.1%,-4.3%,0.6%,1.7%,-14.5%,-0.9%,0.9%,0.0
COc1ccc(N2CC(C(=O)N3CCN(c4ccccc4F)CC3)CC2=O)cc1 (stereo not drawn),-4.9%,-20.7%,-2.8%,0.0%,-13.4%,-22.6%,0.7%,-11.4%,0.0%,9.1%,-7.6
COc1ccc(NC(=O)C2CC(=O)OC2(C)C)cc1 (stereo not drawn),-4.9%,-0.1%,3.5%,-0.3%,-0.1%,-0.1%,0.9%,2.4%,-3.9%,10.8%,4.4
CC(=O)Nc1sc(NC(=O)c2ccc(Cl)cc2)nc1-c1cccs1,-0.2%,0.3%,-3.8%,-0.6%,-0.7%,23.8%,0.2%,9.8%,0.4%,9.0%,-6.4
CCOC(CNC(=O)Cc1c(C)nc2c(-c3ccccc3)c(C)nn2c1C)OCC,4.7%,0.0%,-2.5%,-4.9%,-2.2%,-23.7%,-2.5%,0.8%,-2.9%,11.8%,-4.2
Cn1c(Cn2c(=O)sc3ccccc32)nnc1SCC(=O)NCCc1ccccc1,-2.1%,0.8%,-4.3%,-0.8%,0.9%,6.6%,-7.1%[46.1 µM],8.9%,-2.8%,-16.1%,-2.4
C[C@H](CO)N1C[C@H](C)[C@@H](CN(C)S(=O)(=O)c2cccs2)Oc2c(NC(=O)Nc3ccccc3)cccc2C1=O,.,-0.7%,-3.7%,0.1%,5.0%,14.5%,-3.1%,5.2%,0.8%,-7.5%,-1.1
Cc1ccc(C(=O)c2ccc(CC(=O)O)n2C)cc1,-4.9%,5.3%,-5.0%,2.6%,0.4%,.,-10.9%,9.9%,0.1%,18.6%,7.7
O=C(COc1cccnc1[N+](=O)[O-])Nc1ccc2c(c1)OCO2,1.2%,?,1.2%,-7.9%,-7.9%,0.0%,4.8%,?,-13.8%,11.8%,2.5
C/C(=N\NC(=O)c1ccn(C)n1)c1ccc(NC(=O)C2CCC2)cc1,-18.4%,13.6%,15.6%,4.1%,-6.8%,?,-5.9%,?,-6.3%,-3.7%,6.1
CC(=O)N(CCc1cccc(C)c1)Cc1cc2cc(C)ccc2[nH]c1=O,3.6%,?,0.4%,-10.2%,-0.2%,3.6%,3.1%,-1.0%,-7.1%,-8.1%,1.2
CCOC(=O)C(C(=O)OCC)C(C[N+](=O)[O-])c1ccccc1 (stereo not drawn),2.9%,2.9%,1.8%,-1.9%,3.2%,2.3%,-0.7%,8.8%,-2.9%,4.4%,0.5
CCCn1c(N)c(C(=O)COC(=O)c2cccc(S(=O)(=O)N3CCOCC3)c2)c(=O)[nH]c1=O,-1.9%,?,1.4%,-1.7%,5.9%,-11.9%,.,?,-0.3%,-8.4%,-12.0
CCN(CC)c1ccc2cc(C(=O)Nc3cccnc3N3CCOCC3)c(=O)oc2c1,-3.5%,2.2%,2.3%,.,-3.0%,.,.,3.2%,.,-3.2%,-7.8
CCOCCCNC(=O)CN1C(=O)CSc2cc(S(=O)(=O)N3CCCCCC3)ccc21,0.8%,0.7%,-3.6%,3.1%,-2.7%,18.6%,-29.1%,2.0%,-2.5%,-11.6%,5.8
Cc1ccc2nc(SCn3nnc4ccccc4c3=O)[nH]c2c1,3.5%,?,0.2%,0.1%,0.0%,10.6%,-1.0%[46.1 µM],-0.4%,1.6%,4.0%,-1.2
CCCS(=O)(=O)N1CCc2cc(OC)c(OC)cc2C1,0.8%,15.8%,16.2%,9.5%,-4.0%,-10.3%,-1.0%,0.1%,-2.8%,0.3%,-3.8
Cc1ccc(-c2n[nH]c(=S)c3ccccc23)cc1,-15.8%,-8.3%,12.8%,-1.3%,-3.4%,-16.4%,-2.5%,-8.5%,-5.8%,-0.7%,-22.8
